Source: PubChem (National Center for Advancing Translational Sciences (NCATS))
FUS yeast rescue = FUS proteinopathy suppression in yeast. Potency, µM (series often up to 76.6 µM), for inactives: at the highest dose growth rescue (activation), actives largely listed as activators. S. cerevisiae FUS-expressing, growth rescue, OD600, 24 h. 0.24% of 390,000 active;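 also: plate controls were DMSO vehicle for no effect and reference control for full effect; nearly all actives have a fitted effect of over 55% in size; some results filed as inactive show a strong effect at the top dose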
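Yeast expressing FUS under galactose induction, OD 0.005 in 2% galactose medium; compounds in a dilution series, 24 h at 30C. Growth rescue by absorbance at 600 nm; CP55940 positive control, DMSO negative.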
Abeta yeast res = restores growth of yeast expressing A-beta42 peptide; 0.063% of 410,000 active; Potency, µM (series often up to 46.1 µM), inactives show at the highest dose growth rescue, actives largely listed as activators; yeast expressing A-beta42, growth rescue, OD600, 48 h; response scale: 0% DMSO, 100% iron-clioquinol control; also: nearly all actives have a fitted effect of over 55% in size
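Yeast A-beta toxicity model in growth medium with pinned compounds, 48 h at 30 C; growth read as absorbance at 600 nm. Normalized to FeCl3/clioquinol equimolar mix (positive) and DMSO (negative).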
Active calls of the source: *; ? = inconclusive; [ ] = dose if it differs, or a comment. Calls follow the shape of the dose curve; as a rule, active = well fitted activation curve with a large enough effect; inconclusive = small, poorly fitted or top-dose-only effect; inactive = no such curve, though single readings can be large or run the other way. Potency is read from the fitted curve at half-maximal effect. An excerpt. The share of hits here may be higher or lower than overall.

SMILES	FUS yeast rescue	Abeta yeast res
CCc1nnc(SCC(=O)Nc2ccc(Cl)cc2F)c2cc3occc3n12	20.9%	-1.4%
Cc1cc(C)c(Nc2nn3c(=O)c4cc5c(cc4nc3s2)OCO5)c(C)c1	9.4%	-2.2%
CCCN(CCC)C(=O)Cn1c(=O)n(CCCCCC(=O)NCc2ccc3c(c2)OCO3)c(=O)c2sccc21	-13.1%	4.4%
CCc1ccc(C(=O)c2cn(Cc3ccc(F)cc3)c3cc(OC)c(OC)cc3c2=O)cc1	35.5µM*	12.9%
COC(=O)c1ccc(NC(=O)CC2C(=O)N(c3ccccc3)C(=O)N2Cc2cccs2)cc1 (stereo not drawn)	24.9%	-6.7%
COc1ccccc1CNc1ccc(-c2nc(-c3cccc(C)c3)no2)cc1[N+](=O)[O-]	7.2%	-7.0%
O=C1CC(c2nc(-c3ccc(Cl)cc3)no2)CN1c1ccc2c(c1)OCCO2 (stereo not drawn)	-18.0%	-3.9%
CCc1ccc2c(c1)-c1ccccc1S(=O)(=O)N2CC(=O)N1CCCCC1	8.3%	16.4%
CC(=O)c1c(C)n(S(=O)(=O)c2ccc(Cl)cc2)c2ccc(NS(=O)(=O)c3ccc(Cl)cc3)cc12	-5.0%	1.2%
Cc1ccc(-c2nc(NC(=O)CSc3ncnc4sc5c(c34)CCC(C)C5)ns2)cc1 (stereo not drawn)	-18.4%	-12.1%
Cc1ccc(NC(=O)CSc2nnc(-c3ccc([N+](=O)[O-])cc3)o2)c(C)c1	0.2%	-9.2%
Cc1ccn2c(Nc3ccc4c(c3)OCO4)c(-c3ccc(N(C)C)cc3)nc2c1	?	4.0%
Cc1ccc2nc(N(Cc3cccnc3)C(=O)c3ccc4c(c3)OCCO4)sc2c1	-16.4%	-2.7%
Cc1ccc(CN2CCSc3ccc(C(=O)Nc4ccc(Cl)cc4)cc32)cc1	9.0%	-4.3%
COc1ccc(NC(=O)Cn2ncc3c(C)n(Cc4cccc(Cl)c4)c(C)c3c2=O)cc1	-21.6%	9.5%
COc1cccc(NC(=O)CCCn2c(=O)c3cccn3c3cccnc32)c1	-1.2%	13.8%
CCCc1cc(C(=O)Nc2c(C)nn(Cc3ccc(Cl)c(Cl)c3)c2C)no1	20.1%	18.9%
CCN1CCN(C(c2ccccc2Cl)c2c(O)cc(C)n(Cc3ccco3)c2=O)CC1 (stereo not drawn)	-13.1%	5.8%
COc1ccc(CNC(=O)C2CCCN(S(=O)(=O)c3ccc4c(ccn4C)c3)C2)c(OC)c1 (stereo not drawn)	5.9%	-7.7%
Cc1cccc(N2CCN(C(c3ccc(F)cc3)c3nnc(-c4ccccc4)o3)CC2)c1C (stereo not drawn)	?	6.4%
COc1ccc(N2CC(NC(=O)C3CC3)CC2=O)cc1OC (stereo not drawn)	-17.1%	-9.1%
COc1cccc(NC(=O)C2CCN(S(=O)(=O)c3cc(-c4noc(C)n4)ccc3C)CC2)c1	33.8%	-9.1%
CCCCNc1ccc(-c2nc(-c3ccccn3)no2)cc1[N+](=O)[O-]	14.5%	-16.8%
CCNC(=O)CC1C(=O)N(c2ccccc2)C(=O)N1Cc1ccc(F)cc1 (stereo not drawn)	15.3%	-14.3%
CC(=O)C1=C(c2ccc(Cl)cc2)N(C(C)=O)n2c(nnc2C2CCCCC2)S1	-0.7%	-5.9%

In the list so far, these have a nitro group on carbon:
SMILES	FUS yeast rescue	Abeta yeast res
COc1ccccc1CNc1ccc(-c2nc(-c3cccc(C)c3)no2)cc1[N+](=O)[O-]	7.2%	-7.0%
Cc1ccc(NC(=O)CSc2nnc(-c3ccc([N+](=O)[O-])cc3)o2)c(C)c1	0.2%	-9.2%
CCCCNc1ccc(-c2nc(-c3ccccn3)no2)cc1[N+](=O)[O-]	14.5%	-16.8%

Next section:
SMILES	FUS yeast rescue	Abeta yeast res
CC(NC(=O)c1ccc2c(c1)sc1nc(-c3ccccc3)cn12)C12CC3CC(CC(C3)C1)C2 (stereo not drawn)	7.7%	-13.4%
COC(=O)c1sccc1S(=O)(=O)N1CCN(c2ccc(C)cc2C)CC1	?	-4.1%
Cc1ccc(NC(=O)Cn2c(=O)n(CCc3ccccc3)c(=O)c3c4c(sc32)CCCC4)c(C)c1	-42.7%	4.3%
O=C(CCCn1c(=O)c2cccn2c2ccc(F)cc21)NCc1ccc(Cl)cc1	6.1%	-9.1%
COc1ccc(-n2nc(C(=O)Nc3cc(OC)c(OC)c(OC)c3)c(=O)n(C)c2=O)cc1	9.1%	-8.8%
COc1cccc(-n2cc(C(=O)Oc3ccc(F)cc3)c3ccccc3c2=O)c1	?	15.3%
CCOC(=O)c1cnc2ccc(OC)cc2c1Nc1ccc(OCc2ccccc2Cl)cc1	11.7%	-35.4%[inhibitor]
CCc1ccc(N(C)S(=O)(=O)c2ccc3[nH]cc(C(=O)NCC4CCCO4)c(=O)c3c2)cc1 (stereo not drawn)	10.8%	8.7%
CCOc1ccc(/C=C/c2nc(C#N)c(N3CCCCC3)o2)cc1	-13.2%	?
O=C(COc1ccccc1F)OCc1cc(=O)n2nc(C3CC3)sc2n1	21.5%	-4.6%
COc1ccc(-c2nnc(SCc3cc(=O)c4cc(C)cc(C)c4[nH]3)n2C)cc1	16.0%	-7.1%
CCC(C)NC(=O)CCSc1nc(-c2ccc(OC)cc2)cc(C(F)(F)F)n1 (stereo not drawn)	14.7%	-12.1%
CC(C)Cn1c(=O)c2ccccc2n2c(CCC(=O)NCc3ccc(Cl)cc3)nnc12	14.4%	-17.9%
CCc1nn(CC(=O)N2CCCCC2)c(=O)c2cc3occc3n12	-4.9%	-13.8%
CCOC(=O)c1sc(NC(=O)c2cc(CC)on2)c(C(=O)OCC)c1C	-12.2%	3.4%
CC(NC(=O)Cn1c(=O)oc2cc(S(=O)(=O)N3CCCCCC3)ccc21)c1ccccc1 (stereo not drawn)	-1.9%	-9.6%
CCC(C)n1c(=N)c(C(=O)NC2CCCCC2)cc2c(=O)n3ccccc3nc21 (stereo not drawn)	-2.5%	-8.6%
Clc1ccc(CNc2cc(-c3ccccc3)nc3nncn23)cc1	31.1%	-17.8%
COc1ccc(-c2nc3ccccc3o2)cc1NC(=O)c1ccc(-c2cccc(Cl)c2C)o1	1.1%	-12.4%
Cc1cccc(CCNC(=O)C2CCN(c3ncnc4c3nc3n4CCCCC3)CC2)c1	4.3%	-18.8%
COC(=O)CNC(=O)Nc1cc(C(=O)NCc2ccc(C)cc2)ccc1N1CCCC1	11.6%	-11.6%
COc1ccc(-n2c(=O)c3c4c(sc3n(Cc3ccccc3C)c2=O)CCCC4)c(OC)c1	5.7%	10.2%
O=S(=O)(Nc1ccc2oc3c(c2c1)CCCC3)c1cc(Cl)ccc1Cl	41.2%	?
CCc1ccc(-c2nc(CS(=O)CC(=O)NCc3ccc(F)cc3)c(C)o2)cc1 (stereo not drawn)	10.9%	-26.3%
Cc1ccccc1Cn1c2ccccc2c2cnn(CC(=O)NC(C)CCc3ccccc3)c(=O)c21 (stereo not drawn)	-12.6%	-10.6%
Further results
SMILES	FUS yeast rescue	Abeta yeast res
CCN1C(=O)C(Cc2nc3ccccc3c(=O)n2-c2ccc(OC)cc2)c2ccccc21 (stereo not drawn)	28.7%	-2.5%
Cc1cccc(NC(=O)CSc2nc3ccc(NC(=O)COc4ccccc4F)cc3s2)c1	26.6%	-7.0%
Cc1ccc2oc3c(c(=O)c2c1)C1(C(=O)N(C)c2ccccc21)N(CCCO)C3=O (stereo not drawn)	?	4.1%
Cc1cc(C)cc(NC(=O)CSc2oc(-c3ccccc3)nc2S(=O)(=O)c2ccc(Cl)cc2)c1	12.4%	-6.4%
COc1ccccc1C(=O)NCc1nc2cccnc2n1Cc1ccc(F)cc1	0.4%	-8.6%
CCc1ccc(NC(=O)CN2C(=O)C3CCCN3c3ccc(S(=O)(=O)N(CC)CC)cc32)cc1 (stereo not drawn)	?	-3.8%
CCN(CC)S(=O)(=O)c1nnc(NC(=O)COc2cccc(C)c2)s1	-20.6%	-11.8%
CCC1CCCCN1C(=O)Cn1c(=O)n(-c2ccc(Cl)c(Cl)c2)c(=O)c2c(C)c(C(=O)N(C)C)sc21 (stereo not drawn)	?	2.9%
COc1ccc(OC)c(NC(=O)CN2C(=O)COc3ccc(S(=O)(=O)NC4CCCC4)cc32)c1	16.3%	5.6%
O=C(c1cccc(Cl)c1)n1nc(-c2cccnc2)nc1NCc1ccccc1	2.7%	-10.2%
O=C(CSc1nccn1Cc1ccc(Cl)cc1)Nc1nc2ccccc2s1	39.7%	?
O=C(COCc1cc(-c2ccc3c(c2)OCO3)on1)Nc1cccc(O)c1	-11.0%	-13.6%
CC1(c2ccc(Cl)cc2)CC(C)(C)N(C(=O)c2cccc(F)c2)c2ccccc21 (stereo not drawn)	10.2%	-1.2%
Cc1ccc(C)c(Cn2c(=O)cc(C)c3c(C)nn(-c4cccc(F)c4)c32)c1	-10.1%	-17.4%
O=C(NCCc1cccs1)c1ccc(Cn2c(SCc3cccc(F)c3)nc3cccnc32)cc1	26.1%	13.3%
COc1cc(OC)c(NC(=O)c2c(C)oc3ncnc(N4CCCCC4)c23)cc1Cl	2.6%	-15.4%
CCCn1c2ccccc2c2cnn(CC(=O)N3CCCC(C(=O)OCC)C3)c(=O)c21 (stereo not drawn)	?	13.4%
COC(=O)c1ccc(C(=O)OC)c(NC(=O)c2cnn3c(C(F)F)cc(-c4ccc(C)cc4)nc23)c1	4.5%	-14.2%
COc1ccc(NC(=O)CSc2nc3c([nH]c4ccccc43)c(=O)n2-c2ccccc2)c(OC)c1	0.1%	-1.3%
O=C(c1ccc(C(F)(F)F)cc1)N1CCC(c2noc(-c3ccc(S(=O)(=O)N4CCCC4)cc3)n2)CC1	-0.1%	-0.7%
O=C(Nc1ccc(Oc2ccccc2)cc1)c1ccc(F)c(S(=O)(=O)N2CCN(c3ccccc3F)CC2)c1	10.9%	-6.8%
Cc1ccc2nc(COc3ccccc3NC(=O)c3ccc(F)cc3)cc(=O)n2c1	-0.8%	-13.4%
CCCN(CCC)CCCNC(=O)Cn1cc2c(n1)-c1c(oc(C(=O)N3CCCC3)c1C)CC2	12.2%	0.0%
Cc1cccc(C(=O)Nc2ccc(S(=O)(=O)N(Cc3ccccc3)c3ccccc3)cc2)c1	11.8%	6.7%
Cc1cc(-n2c(C)nc3ccccc3c2=O)ccc1NC(=O)c1cccc([N+](=O)[O-])c1C	-0.3%	-12.1%

Structures from the list above containing a CF3 group, in the order listed:
SMILES	FUS yeast rescue	Abeta yeast res
CCC(C)NC(=O)CCSc1nc(-c2ccc(OC)cc2)cc(C(F)(F)F)n1 (stereo not drawn)	14.7%	-12.1%
O=C(c1ccc(C(F)(F)F)cc1)N1CCC(c2noc(-c3ccc(S(=O)(=O)N4CCCC4)cc3)n2)CC1	-0.1%	-0.7%

The list goes on:
SMILES	FUS yeast rescue	Abeta yeast res
Cc1ccc(-c2nnc(Nc3ccc(O)cc3)c3ccccc23)cc1S(=O)(=O)NCC1CCCO1 (stereo not drawn)	17.2%	-4.0%
COc1ccc(-c2noc(CCC(=O)N(C)c3cc(Cl)ccc3OC)n2)cc1	19.4%	-4.5%
CC1CCN(C(=O)c2cc(-c3ccc(Br)cc3)on2)CC1	-2.1%	-10.9%
CC(C)(C)c1ccc(Oc2nc3ccccn3c(=O)c2/C=C(\C#N)c2nc3ccccc3s2)cc1	20.2%	3.0%
CCOC(=O)c1ccc(Oc2nc(C)nc3c2oc2ccccc23)cc1	3.2%	-2.4%
Fc1ccc(N2CCN(c3nc4ccccc4c4nc(-c5cccnc5)nn34)CC2)cc1	0.1%	-20.3%
CCSc1nnc2c(n1)OC(c1sccc1C)N(C(C)=O)c1ccccc1-2 (stereo not drawn)	4.4%	-9.0%
CCc1ccc2occ(CC(=O)N(Cc3ccccc3)C3CCS(=O)(=O)C3)c2c1 (stereo not drawn)	39.6%	17.6%
COc1cc(S(=O)(=O)NCCc2c(C)[nH]c3ccccc23)c(C)cc1C	27.4%	17.6%
CCOC(=O)c1c(S(=O)(=O)NCC(=O)N2CCN(c3cccc(Cl)c3)CC2)c(C)n(C)c1C	-6.3%	-3.6%
CCCN(Cc1cccs1)C(=O)Nc1cc(C)cc(C)c1	-21.2%	-12.3%
COc1ccccc1N1CCN(c2ccc(=O)n(CC(=O)NCc3ccc(OC(C)C)cc3)n2)CC1	?	-11.9%
COc1cc2c(C(=O)N3CCN(c4cccc(C)c4)C(C)C3)cn(CC(C)C)c(=O)c2cc1OC (stereo not drawn)	26.8%	-5.9%
Cc1ccc(S(=O)(=O)CC(=O)Nc2nc3c(C)cc(C)cc3s2)cc1	?	-3.4%
COc1ccc(CCNC(=O)c2cc(Nc3cc(C)cc(C)c3)nc3ccccc23)cc1OC	?	-4.0%
Cc1nn2c(-c3ccco3)ccnc2c1-c1ccc(Cl)cc1	12.7%	-15.0%
Cc1ccc2nc(-c3ccccc3F)c(Nc3ccc(Cl)cc3)n2c1	16.3%	16.4%
O=C(Cn1ccc2cc(S(=O)(=O)N3CCCCC3)ccc21)NCCc1ccc(Cl)cc1	1.5%	-4.9%
CCc1nc2c(cnn2-c2ccc(Cl)cc2)c(=O)n1-c1ccc(OC)c(Cl)c1	-12.9%	-6.8%
Cc1cccc(Cn2c(COc3ccc(Cl)cc3)nc3ccccc32)c1	-1.2%	-8.6%
COc1ccccc1NC(=O)C(C)Sc1nnc2ccc3ccccc3n12 (stereo not drawn)	-2.9%	0.8%
O=C(CSc1nc2c(c(=O)[nH]1)CCC2)Nc1cccc(O)c1	-1.5%	-1.1%
